mHtt clearance = clearance of mutant huntingtin inclusions, primary screen, imaging, HeLa Exon1htt(103Q)mCFP, confocal imaging | inhibition, % at 1.5 µM | aggregate imaging; zero = plate's median compound well | 47,000 compounds, 0.42% hits | AID 853, 2007;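 active = inhibition of aggregate fluorescence above about 70%, also judged a hit by eye on the cell image, limit read from the data, passing the limit was not always enough; inconclusive = no rule stated for this call; inactive = not judged a hit on image review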;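 also: cells exposed to compound for three days before fixation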
mHtt clearance grain fraction = recorded beside mHtt clearance, whose call it bears; fraction fluorescence in grains; measured here: aggregate grain fluorescence fraction; hits give low values;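 scaled fraction of total cell fluorescence in grains with unit not stated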
An asterisk follows results filed as active; i = inactive; ? = inconclusive; . = not tested or not shown. These rows are one share of the data, so the mix of outcomes need not match the whole.

Molecule	mHtt clearance	mHtt clearance grain fraction
CC(=O)c1cc2c(cc1N)OCO2	24.4	27.9
Cc1cc(N2C3CCC2CC(O)(c2ccc(F)cc2)C3)nc(-c2ccccc2)n1 (stereo unspecified)	-42.1	57
CCCCCn1c(=O)[nH]c2c(c1=O)CCC2	-16.8	52.2
CCOCCn1c(-c2ccc(OC)cc2)nc2ccccc21	54.9	18.5
COc1ccc(C2C(C(=O)c3sc(C)nc3C)=C(O)C(=O)N2CCCn2ccnc2)cc1OC (stereo unspecified)	22.0	23.8
CCN1c2ccccc2-c2nc3ccccc3n2C1c1ccccn1 (stereo unspecified)	39.8	12.5
C1CCN(c2c3c(nc4nnnn24)CCCC3)CC1	-20.3	48.4
CCC1CCCCN1C(=O)Cn1c(=O)n(CCC(=O)NCc2ccco2)c(=O)c2sccc21 (stereo unspecified)	45.4	10.5
CCN(CC)CCCNC(=O)c1nn(-c2ccc(OC)cc2OC)c(=O)c2ccccc12	34.9	12.7
CC(C)(C)n1ncc2c(=O)n(CC(=O)NCCc3ccccc3)cnc21	8.2	16.9
COc1cccc(OCCOCCNCCO)c1	9.0	37.1
CC1C(=O)CCCCCCCCCC2C1(N1CCOCC1)CS2(=O)=O (stereo unspecified)	31.5	14.1
COc1ccccc1C1C2=C(N=C3SCC(=O)N31)c1ccccc1CC2 (stereo unspecified)	55.1	9.08
CCOC(=O)c1c(C2CC2)csc1NC(C)=O	-44.5	29.1
CCN1CCN(S(=O)(=O)c2cc(OCC(=O)NC3CCCCC3)c(C)cc2Cl)CC1	?	.
CCc1cccc(C)c1NC(=O)CSc1nnc(-c2ccco2)n1N	-58.0	58
CCOc1ccc(CC(=O)OCN2C(=O)c3ccccc3C2=O)cc1	-2.9	41.4
CC(Sc1nc(-c2ccccc2)nc2c1COC(C)(C)C2)C(=O)N1CCOCC1 (stereo unspecified)	16.9	13.3
COC(=O)c1c(NC(=O)CN2CCC(C)CC2)c2c(C)cccc2n1C	-17.2	43.9
CC1=CCC2C(=O)N(C(C)c3ccccc3)C(=O)C2C1 (stereo unspecified)	0.0	19.4
O=c1c2ccccc2nc(-c2cccc(Cl)c2)n1O	-9.1	20.5
Cc1cc2ccccc2n1CCNC(=O)c1ccc(S(=O)(=O)N2CCCCC2)cc1	-121.7	90.8
COc1ccc(C(=O)N(CCCO)Cc2cc3c(C)ccc(C)c3[nH]c2=O)cc1OC	-72.2	35
CCN1C(=O)CC(N2CCC(Nc3ccc(F)cc3)CC2)C1=O (stereo unspecified)	-26.0	23.9
OC(CN1CCN(c2cccc(C(F)(F)F)c2)CC1)c1c[nH]c2ccccc12 (stereo unspecified)	-27.2	26.1
COc1ccccc1-n1c(CNc2c(C)cccc2C)nnc1SCC(=O)N1CCOCC1	-3.8	38.9
Cc1ccc2cc(CN(Cc3ccco3)C(=O)C3CCCCC3)c(=O)[nH]c2c1C	-23.2	24.9
CCC1(C)Cc2c(sc3c2c(=O)n(C)c2nnc(SCc4ccc5c(c4)OCO5)n32)CO1 (stereo unspecified)	23.4	30
CS(=O)(=O)N(CC(=O)NCCSC1CCCCC1)c1ccc2c(c1)OCO2	-40.9	27.4
O=C(NCN1C(=O)C2C3C=CC(C3)C2C1=O)OC1CCCCC1 (stereo unspecified)	-30.9	45.3
Cc1ccc(S(=O)(=O)NCCNC(=O)C2CCCNC2=O)cc1 (stereo unspecified)	-1.0	37.7
Cn1c(SCC(=O)Nc2cccc(O)c2)nnc1-c1ccc(S(=O)(=O)N2CCOCC2)cc1	9.0	38.4
CN(C(=O)c1ccc(=O)[nH]c1)C1(C(=O)NC2CCCCC2)CCCCC1	-11.0	42.3
CC(=O)OCCN1C(=O)c2cccnc2C1=O	-64.5	30
CCc1nc(SCC(=O)Nc2c(C)nn(C)c2C)c2cnn(-c3ccccc3)c2n1	0.2	43.3
Cc1ccc(NC(=O)CC2SC(=O)N(c3ccccc3)C2=O)cc1 (stereo unspecified)	-59.2	31.1
COc1ccccc1C(=O)Nc1ccc(-c2nnc(SCC(=O)O)n2C)cc1	-68.8	37
Cc1ccc(NC(=O)COC(=O)C2CCC(=O)N2)c(S(=O)(=O)N2CCOCC2)c1 (stereo unspecified)	20.9	28.4
CCCCOC(=O)Nc1ccc(C)c(Cl)c1	44.7	19.8
O=c1c(-c2ccccc2)c(O)nc2ccccn12	-6.0	23.2
O=C1CC(c2cccs2)CC(O)=C1C=NCCN1CCNCC1 (stereo unspecified)	26.8	26.5
CCOC(OCC)P(=O)(c1ccccc1)c1ccccc1	-47.1	30.4
CC(C)N(Cc1nc(-c2ccccc2)no1)C(=O)CN1C(=O)c2ccccc2C1=O	33.1	13.8
COCc1cc(=O)[nH]c(/N=C(\N)Nc2ccccc2C)n1	21.6	12.6
COc1cc(NS(=O)(=O)c2ccc(F)cc2)c(OC)cc1NC(C)=O	-33.1	27.9
CC(C)NC(=O)CN1C(=O)C(=O)c2ccccc21	-34.5	26.6
COc1ccc(-c2n[nH]c(C)c2-c2ccc(OC)c(OC)c2)c(O)c1	18.4	34.4
CCNc1nc(NC(C)C)nc(OCCOC(=O)Nc2ccccc2)n1	9.3	19.3
CCOc1ccc(OCc2ccc(C(=O)N3CCCC3)o2)cc1	7.2	17.1
Cc1cccc(-n2ncc3c(NCc4cccs4)ncnc32)c1	18.8	16.5
N#Cc1c(NC(=O)CSc2nnc(-c3ccncc3)n2CC2CCCO2)sc2c1CCCC2 (stereo unspecified)	8.0	19.3
Cc1cccc(NC(=O)Cn2c(C)c(C#N)c3ccccc32)c1C	-3.4	18.8
COc1ccccc1NC(=O)N1CCCC1C(=O)NCc1ccc2c(c1)OCO2 (stereo unspecified)	19.6	32
O=C(COC(=O)C1CCCCC1)Nc1ccc(N2CCCCC2)cc1	23.3	33.3
Cc1ccc(C(=O)N(c2ccccn2)C(C)c2ccco2)cc1 (stereo unspecified)	9.9	27
CC(=O)Oc1cccc(N2C(=O)C3C4C=CC(C4)C3C2=O)c1 (stereo unspecified)	-24.2	45.6
Cc1nc2ccc(S(=O)(=O)NCC(=O)NCc3ccc4c(c3)OCO4)cc2s1	-16.3	45.5
O=C(Nc1ccc(C(=O)N2CCCCC2)cc1)C1CCCCC1	7.9	36.4
COC(=O)C(C)Sc1nnc(SC(C)C(=O)OC)s1 (stereo unspecified)	6.4	19.4
CC(=O)c1ccc(OC(C)C)c(CSc2nc(O)cc(=O)[nH]2)c1	-13.4	22.9

(more compounds)
Molecule	mHtt clearance	mHtt clearance grain fraction
COc1cccc(NC(=O)Cc2nnc(SCC(=O)c3ccccc3)n2C)c1	10.6	14.6
CC1CCN(S(=O)(=O)c2cccc(-c3cn4cc(Cl)ccc4n3)c2)CC1	23.8	15.6
Cc1cc(NS(=O)(=O)c2ccc(NC(NC(=O)C(C(F)(F)F)C(F)(F)F)(C(F)(F)F)C(F)(F)F)cc2)no1	2.2	18.3
N#CC1=C(N)C(C#N)(C#N)[C@H](c2ccoc2)[C@H]2CN(Cc3ccccc3)CC=C12	-12.1	23.2
CCN(CC)CCCN1C(=O)C(O)=C(C(=O)c2cccs2)C1c1ccccn1 (stereo unspecified)	60.6	7.08
CCN(CC(=O)N1CCCCCC1)S(=O)(=O)c1ccc(Cl)cc1	-1.2	20.8
N#CC1=C2SCN(Cc3ccccc3)CN2C(=O)CC1c1ccccc1F (stereo unspecified)	-14.6	51.7
CCN1CCN(C(=O)CS(=O)Cc2nc(-c3ccc(OC)cc3)oc2C)CC1 (stereo unspecified)	-28.6	62.1
CCOC(=O)c1ccc(N2C(=O)CC(N3CCN(C/C=C/c4ccccc4)CC3)C2=O)cc1 (stereo unspecified)	-68.4	27.5
COc1ccc(/C=N/Nc2nonc2N)cc1OC	i	471
Cc1cccc(NC(=O)Nc2ccc(C)c(C)c2)n1	3.8	26.8
CC(C)(C)c1csc(NC(=O)c2ccc(Cl)s2)n1	42.0	11.2
CCCC1CC(CSC(=N)N)OC1=O (stereo unspecified)	15.4	19.8
Cc1ccc2c(c1)c1c(n2CC2COC(C)(C)O2)C(=O)CCC1 (stereo unspecified)	20.4	13.8
CCC(=O)NCCc1nc2ccccc2n1Cc1ccc(C)cc1	6.9	37.2

Arranged by length of the SMILES (rising): part of the list above
Molecule	mHtt clearance	mHtt clearance grain fraction
CCN(CC(=O)N1CCCCCC1)S(=O)(=O)c1ccc(Cl)cc1	-1.2	20.8
Cc1ccc2c(c1)c1c(n2CC2COC(C)(C)O2)C(=O)CCC1 (stereo unspecified)	20.4	13.8
CCN(CC)CCCN1C(=O)C(O)=C(C(=O)c2cccs2)C1c1ccccn1 (stereo unspecified)	60.6	7.08
CCOC(=O)c1ccc(N2C(=O)CC(N3CCN(C/C=C/c4ccccc4)CC3)C2=O)cc1 (stereo unspecified)	-68.4	27.5
N#CC1=C(N)C(C#N)(C#N)[C@H](c2ccoc2)[C@H]2CN(Cc3ccccc3)CC=C12	-12.1	23.2

The results go on:
Molecule	mHtt clearance	mHtt clearance grain fraction
CCCCN(C)C(=O)C1CCC(=O)N(c2cc(OC)c(OC)c(OC)c2)C1c1ccc(OC)cc1 (stereo unspecified)	-2.0	19.7
Cc1c(C(=O)COC(C)(C)C)[nH]c2ccccc12	20.0	16.7
COc1ccc(F)cc1S(=O)(=O)n1cc(C)nc1-c1ccccc1	-27.5	27.4
NC(=O)CSc1nnc(-c2ccoc2)o1	8.9	31.9
COc1ccc(C(=O)N2CCCc3ccccc32)cc1	-56.1	27.8
O=C(c1ccco1)n1nc(-c2ccco2)nc1SCc1ccccc1	9.6	21.2
O=C(O)c1cc(C(=O)O)c(-c2ccccc2)c(C(=O)O)c1	-49.8	55
Cc1ccccc1Oc1ncnc2sccc12	26.4	22.2
COCC(C)NS(=O)(=O)c1ccc(OC)cc1 (stereo unspecified)	42.4	21.2
Cn1c(=O)c2ncn(CC(=O)NCCOc3ccc(C(C)(C)C)cc3)c2n(C)c1=O	23.7	12.4
Cc1onc(-c2ccccc2)c1C(=O)Nc1nnc(-c2ccncc2)s1	5.4	18
O=C(Nc1cccnc1)c1ccc(F)cc1	48.0	10.1
Cc1ccc(-c2cc(C(=O)NCc3ccc4c(c3)OCO4)no2)cc1	-26.9	25
Fc1ccccc1OCCCCSc1ncccn1	37.5	27.1
CC(C)NS(=O)(=O)c1cccc2nsnc12	-29.5	26.2
O=C(CN1CCN(c2ccc(F)cc2)CC1)N1CCOCC1	-18.3	43
CN(NC(=O)c1ccc(Cl)cc1)c1nc(-c2ccccc2)nnc1C(F)(F)F	22.1	16.7
Cc1nnc(SCCC(=O)Nc2nc(-c3ccccc3)ns2)s1	35.4	12.8
CC(C(=O)N1CCOCC1)N1C(=O)c2ccccc2C1=O (stereo unspecified)	14.2	17.6
Cn1c(C(=O)N2CCN(C(=O)c3ccco3)CC2)cc2c(=O)n3ccccc3nc21	1.0	18.6
COc1ccc(C2CC(=O)N3CN(c4ccc(C)c(Cl)c4)CSC3=C2C#N)cc1 (stereo unspecified)	62.9	16.7
CCOC(=O)C1CCN(c2cc(=O)n(-c3ccccc3Cl)c(=O)[nH]2)CC1	-30.7	25.7
Cc1ccc(NC(=O)N2CCC(C(=O)Nc3ccc(C)cc3C)CC2)cc1	23.9	13.3
O=C(NCc1ccc2c(c1)OCO2)c1cnc2n(c1=O)CCS2	-16.8	39.2
Cn1c(C2CCCN2C(=O)OC(C)(C)C)n[nH]c1=S (stereo unspecified)	13.9	36.3
COc1cc(NC(=O)c2ccc(Br)o2)c(C(=O)O)cc1OC	-22.7	21.8
Clc1ccc(-c2ccc(/C=N/Nc3cc(N4CCOCC4)nc(N4CCOCC4)n3)o2)cc1	14.6	16.4
CCOC(=O)N1CCC(NC(=O)c2cnn3cccnc23)CC1	14.9	14.6
COc1ccc(N(CC(=O)Nc2ccc3c(c2)OCO3)S(=O)(=O)c2c(C)nn(C)c2C)cc1	36.3	19.7
CC(=O)Nc1ccc(C(=O)CS(=O)(=O)c2ccc(C)cc2)cc1	46.7	10
CC(C)C(NC(=O)c1ccccc1)C(=O)NCc1ccccn1 (stereo unspecified)	41.5	11.4
CC1CN(Cc2nc3c(c(=O)n(C)c(=O)n3C)n2CC(O)CO)CC(C)O1 (stereo unspecified)	12.5	28.6
CCOC(=O)C1CCCN(S(=O)(=O)c2cc(OCC(N)=O)c(C)cc2Cl)C1 (stereo unspecified)	71.4*	5.75*
O=C1CCCCCN1CSc1nc2ccccc2s1	-37.9	28.1
Cn1nnnc1SCc1nnc(-c2ccc(Cl)cc2)o1	8.8	33
Cc1cccc(-n2c(SCC(=O)NCc3ccco3)nc3ccccc3c2=O)c1	-28.1	41.9
CCOC(=O)C1CCCN(S(=O)(=O)c2ccc(C)cc2)C1 (stereo unspecified)	-33.3	26.9
COC(=O)Cn1c(CN(Cc2ccccc2)Cc2ccccc2)nc2c1c(=O)[nH]c(=O)n2C	-74.1	36
Cc1ccc(-n2nnnc2SCC(=O)Nc2cccc(NC(=O)c3ccco3)c2)cc1C	18.8	34.3

High-throughput results deposited in PubChem BioAssay by Columbia University Molecular Screening Center.
